Screening results from PubChem BioAssay.
LDHA block – qHTS assay for inhibitors of human lactate dehydrogenase; L-lactate dehydrogenase A chain (Homo sapiens), P00338; purified LDHA, NADH/diaphorase-resazurin fluorescence; hits give low values; activity change, % (values are at about 110 or 230 µM); actives 0.15% (n = 480,000); AID 1347041, 2019; in the data active = activity change below about -30%;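 also: plate controls were DMSO wells for no effect and wells without enzyme for full effect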
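Enzyme activity of human lactate dehydrogenase 5 (2 nM; 0.06 mM NADH, 0.2 mM pyruvate, 5 min, RT) is measured via a resazurin/diaphorase fluorescence readout of residual NADH.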
The depositor's hits bear a star. Only part of the results is shown; rates above refer to the full screens.

structure	LDHA block
CC(C)c1noc(CN2CCN(c3oc(-c4ccco4)nc3C#N)CC2)n1	0.9
CCCC(=O)C1C(=O)CC(c2ccc(OC)c(OC)c2)CC1=O (stereo not drawn)	4.4
O=C1[C@@H](c2ccccc2)CC[C@@H]2C=CC[C@H]3CCN1[C@@H]32	-2.2
CCOc1ccc(CN2CCC(N3CCOCC3)CC2)cc1	5.5
N#C/C(=C\c1ccc(-c2cccc(Br)c2)o1)c1nc2ccccc2[nH]1	11.9
Cc1nsc(N)c1C(=O)OCc1csc(-c2ccccc2)n1	-6.2
CCC(C)OC(=O)COc1ccc2c(=O)c(Oc3ccc(C(C)(C)C)cc3)coc2c1 (stereo not drawn)	10.6
Cc1cc(=O)oc2cc(OCc3ccc(C(=O)OC(C)C(=O)NC(N)=O)cc3)ccc12 (stereo not drawn)	-2.1
Cc1ccc(-c2noc3ncnc(NC4CCCC4)c23)cc1	-1.3
COc1cc(F)c(S(=O)(=O)N2CCCN(S(=O)(=O)c3cccc(NC(C)=O)c3)CC2)c(F)c1	-1.3
COc1cc(/C=N/O)cc(I)c1OCC(=O)Nc1ccc(C)cc1	3.0
CCCCN1C(=O)C2(CC(=O)Nc3[nH]ncc32)c2ccccc21 (stereo not drawn)	2.3
Cc1ccc(Cc2nn3c(SCC(=O)Nc4ccccc4C(F)(F)F)nnc3[nH]c2=O)cc1	-3.7
COc1ccc2cc(CN(C)C(=O)CNC(=O)c3ccc(Cl)c(Cl)c3)ccc2c1	3.8
COc1ccc(-c2c(C(=O)O)sc3c2NC(=O)CC32C(=O)Nc3c(C)cccc32)cc1 (stereo not drawn)	-6.7
CC(C)Cc1ccc(C(C)NC(=O)C2CC2C)cc1 (stereo not drawn)	8.4
COCC(=O)N[C@H]1C=C[C@@H](CC(=O)NCc2ccccc2OC)O[C@@H]1CO	-5.2
Cn1c(=O)c2c(ncn2CC(=O)Nc2ccc(F)cc2)n(C)c1=O	-1.7
COc1cn(-c2ccccc2)nc1C(=O)OC(C)C(=O)NC1CCCC1 (stereo not drawn)	14.3
Cc1noc(C(C)C)c1C(=O)NCc1ccc(OC(C)C)nc1	4.5
CC(C)=CC(=O)NCCc1cccs1	-3.0
CCOC(=O)c1c(S(=O)(=O)NCC(=O)N2CCOCC2)c(C)n(C)c1C	-2.1
CCN(C(=O)CCNC(=O)c1cccc(C)c1)C12CC3CC(CC(C3)C1)C2	5.0
CN(CC(=O)Nc1cccc(F)c1)C(=O)Cc1csc(-c2ccccc2)n1	1.7
CC1CCN(Cc2nc3c(Br)cc(Br)cc3c(=O)[nH]2)CC1	-3.1
C=CCOc1cccc(/C=N/NC(=O)C(C)O)c1 (stereo not drawn)	-1.5
COc1ccc(CNC(=O)c2nccnc2N)cc1	2.3
CC(C)C(=O)Nc1ccc(I)cc1Cl	5.7
C=CCNc1nc(C(=O)OC(C)C(=O)Nc2ccc(N3CCOCC3)cc2)cs1 (stereo not drawn)	-5.1
CC(C)Oc1cccc(NC(=O)/C=C/c2ccc(F)cc2)c1	9.5

Exported with values ahead of the structure: 5 of the compounds above.
LDHA block,SMILES
5.5,CCOc1ccc(CN2CCC(N3CCOCC3)CC2)cc1
11.9,N#C/C(=C\c1ccc(-c2cccc(Br)c2)o1)c1nc2ccccc2[nH]1
-6.2,Cc1nsc(N)c1C(=O)OCc1csc(-c2ccccc2)n1
10.6,CCC(C)OC(=O)COc1ccc2c(=O)c(Oc3ccc(C(C)(C)C)cc3)coc2c1 (stereo not drawn)
-2.1,Cc1cc(=O)oc2cc(OCc3ccc(C(=O)OC(C)C(=O)NC(N)=O)cc3)ccc12 (stereo not drawn)

The listing picks up, starting 4 compounds before the break.
structure	LDHA block
COc1ccc(CNC(=O)c2nccnc2N)cc1	2.3
CC(C)C(=O)Nc1ccc(I)cc1Cl	5.7
C=CCNc1nc(C(=O)OC(C)C(=O)Nc2ccc(N3CCOCC3)cc2)cs1 (stereo not drawn)	-5.1
CC(C)Oc1cccc(NC(=O)/C=C/c2ccc(F)cc2)c1	9.5
COc1ccc(NC(=O)c2nc(-c3ccccc3)n(-c3ccc(F)cc3)n2)c(OC)c1	0.4
COc1ccc(CN2CCN(Cc3cccc(OC)c3OC)CC2)cc1	-0.3
Cc1ccc(-c2nc3ccc(C)cn3c2Cc2ccccn2)cc1	0.7
CC(CN1CCOCC1)NS(=O)(=O)c1ccc(F)c(Cl)c1 (stereo not drawn)	-4.7
COc1ccc(Cl)cc1NC(=O)COCc1cc(-c2ccc(F)cc2)on1	10.2
CCCN(C)C1CN(Cc2cn(CCCOC)nn2)S(=O)(=O)C1 (stereo not drawn)	-8.2
CC(C)(C)NC(=O)C(c1ccccc1)n1c(=O)c(-c2cc3ccccc3[nH]2)nc2ccccc21 (stereo not drawn)	-5.3
Cc1nc2cc(NC(=O)c3cc(S(=O)(=O)N(C)c4ccccc4)ccc3Cl)ccc2o1	-21.9
O=c1c(S(=O)(=O)c2cccc(F)c2)c[nH]c2c(F)ccc(Cl)c12	-7.6
CC1CCN(C(=O)CCSc2nc(-c3ccc4c(c3)OCO4)cc(C(F)(F)F)n2)CC1	1.6
CC(C)c1ccc(-c2nonc2NC(=O)c2cc(=O)c3cc(Br)ccc3o2)cc1	8.1
O=S(=O)(c1cccc2nsnc12)N(Cc1ccncc1)C1CC1	22.6
CC(C)/C=N/NC(=O)COc1ccc(C#N)cc1	-2.9
CSc1ccc(C2=NN(C(=O)C(C)C)C(c3ccc4nccnc4c3)C2)cc1 (stereo not drawn)	-2.7
CCN(CC)S(=O)(=O)c1ccc(NC(=O)C(C)N(c2cccc(Cl)c2)S(C)(=O)=O)cc1 (stereo not drawn)	-13.0
CC(=O)c1cc2c(cc1NC(=O)c1cc3ccccc3o1)OCO2	-4.4
CC(SC(C)c1ccc(F)cc1)C(N)=O (stereo not drawn)	4.6
O=C(NCCNc1ncccn1)NCCC(c1ccccc1)c1ccccc1	8.1
CSc1ccc([C@H]2[C@@H](C(=O)O)c3ccccc3C(=O)N2Cc2ccc(F)cc2)cc1	0.1
COc1ccc(-c2ocnc2C(=O)Nc2ccc(Br)cc2F)cc1	-9.7
CSc1ccc(C)c(C(=O)NC2CCCCC2)c1	1.8
O=C(CSc1nnc(-c2c[nH]c3ccccc23)o1)N1CCCC1	-3.5
Cc1ccc(NS(=O)(=O)c2cc3c(cc2Cl)NC(=O)C3)cc1C	3.2
O=C(CCC(=O)N1CCN(C(=O)c2cc3ccccc3[nH]2)CC1)NCCc1ccccc1	-1.1
O=C1NC[C@H](CCCCN2C[C@@H](Cc3ccccc3)N(CC3CCCCC3)C(=O)C2=O)N(CCC2CCCCC2)C1=O	6.5
COc1ccc(Oc2coc3cc(OC(=O)c4ccc(Cl)cc4)ccc3c2=O)cc1	-2.3
O=C(NC1CCCC1)c1cc(-c2ccc(Cl)cc2)nc2ccccc12	-2.2
COc1ccc2cc(C(=O)NC(C)C(=O)N3CCCC3)c(C)nc2c1 (stereo not drawn)	3.4
C(#CCN1CCN(C(c2ccccc2)c2ccccc2)CC1)COCCOCc1ccccc1	8.7
C/C(CC(C)C)=N\NC(=O)CC#N	0.7

O=C(CSc1nnc2ccccn12)Nc1cccc(S(=O)(=O)N2CCCC2)c1
- LDHA block: 14.4

Cc1ccc(NC(=O)CN2C(=O)N/C(=C\c3cccn3-c3ccc(C(=O)NS(C)(=O)=O)cc3)C2=O)cc1
- LDHA block: -5.6

O=C(CSc1cc(Cl)ccc1Cl)N1CCN(C(=O)c2cccs2)CC1
- LDHA block: 0.1

CC1CCCN(CCCn2c(=O)c3c(ncn3C)n(C)c2=O)C1 (stereo not drawn)
- LDHA block: 4.5

CSCCC(NS(=O)(=O)c1ccc2c(c1)oc(=O)n2C)C(=O)Nc1ccc(C)c(F)c1 (stereo not drawn)
- LDHA block: -5.7

CCCN1C(=O)C(NC(=O)c2ccc(C(C)(C)C)cc2)(C(F)(F)F)C(C(=O)OC)=C1C (stereo not drawn)
- LDHA block: 5.0

COc1ccc(C(=O)Nc2ccc3oc(-c4ccccc4)cc(=O)c3c2)cc1
- LDHA block: 5.1

O=C(C[C@H]1CC[C@H]2[C@@H](COC[C@H](O)CN2Cc2ccccc2)O1)NCCCN1CCOCC1
- LDHA block: -14.2

CCCCCC/C(CCCCCCC/C(CCCCCC)=N/NC(N)=O)=N/NC(N)=O
- LDHA block: -1.4

CC1(C)CC(=O)C(C(c2ccc(Cl)cc2Cl)C2C(=O)CC(C)(C)CC2=O)C(=O)C1
- LDHA block: -3.4

CCCCn1nc(C(=O)NCc2ccc(Cl)cc2)c2ccccc2c1=O
- LDHA block: 1.3

Cc1c(C(=O)c2ccc[nH]2)oc2ccc(Br)cc12
- LDHA block: 3.5

Cc1cc(Cl)cc(SCC(=O)O)c1Cl
- LDHA block: 3.4

N#Cc1nc(-c2ccccc2F)oc1NCc1ccccc1Cl
- LDHA block: -9.8

Cc1ccc(CNC(=O)CC(C)S(=O)(=O)c2ccc3c(c2)CCN3C(=O)C2CC2)cc1 (stereo not drawn)
- LDHA block: -6.6

COc1ccc(C2CC(=O)C=C(Nc3ccccc3F)C2)cc1 (stereo not drawn)
- LDHA block: 0.1

CCOc1ccc(OC(=O)c2ccc3c(c2)NC(=O)CS3)cc1
- LDHA block: 5.5

CC(=O)Oc1cccc2cc(-c3nc(-c4ccc(Cl)cc4)no3)c(=O)oc12
- LDHA block: 5.7

Cc1ccc(C(=O)Nc2ccc(Cl)c(C(F)(F)F)c2)cc1Cl
- LDHA block: 4.2

Cc1ccc(O)c(C(=O)OCC(=O)Nc2cccc(N3CCCC3=O)c2)c1
- LDHA block: -18.1

CCCNc1c(NC(=O)NCCc2ccccc2)c(=O)oc2ccccc12
- LDHA block: 2.9

O=C(c1ccccc1)N1CCN(c2nc(-c3cccs3)nc3ccccc23)CC1
- LDHA block: -9.1

O=C(NCc1ccncc1)[C@@H]1CCCN1C(=O)[C@H]1CCCN1C(=O)c1cccs1
- LDHA block: -0.1

COC(=O)C[C@@H]1C=C[C@@H](NC(=O)c2cccnc2)[C@@H](CO)O1
- LDHA block: -11.4

CCCN1CNc2c(c(=O)[nH]c(=S)n2CCc2ccsc2)C1
- LDHA block: 3.3

An excerpt of these results, with values ahead of the structure:
LDHA block,Molecule
-5.7,CSCCC(NS(=O)(=O)c1ccc2c(c1)oc(=O)n2C)C(=O)Nc1ccc(C)c(F)c1 (stereo not drawn)
5.0,CCCN1C(=O)C(NC(=O)c2ccc(C(C)(C)C)cc2)(C(F)(F)F)C(C(=O)OC)=C1C (stereo not drawn)
5.1,COc1ccc(C(=O)Nc2ccc3oc(-c4ccccc4)cc(=O)c3c2)cc1

Later entries:
CCN1C(=O)S/C(=C/c2cn(C(C)C)c3ccccc23)C1=O
- LDHA block: 1.0

CCc1ccc(CCC(=O)NNc2cccc(Cl)c2)cc1
- LDHA block: 9.5

CCCn1c(NC)nc2c1c(=O)n(C)c(=O)n2C
- LDHA block: -1.8

O=C(O)c1ccc(NC(NC(=O)c2ccco2)C(=O)c2ccccc2)cc1 (stereo not drawn)
- LDHA block: 11.9

CC(C)(C)NC(=O)NCC(=O)N1CCc2ccccc21
- LDHA block: 3.6

O=C(NC1CCS(=O)(=O)C1)c1cnn(-c2ccc(F)cc2)c1-n1cccc1 (stereo not drawn)
- LDHA block: 4.9

CC(CCc1ccccc1)NC(=O)C(=O)Nc1cccc(N2CCCS2(=O)=O)c1 (stereo not drawn)
- LDHA block: -7.1

CCCN(C)C1CN(Cc2cn(CCCC(=O)OC)nn2)S(=O)(=O)C1 (stereo not drawn)
- LDHA block: -0.7

CN1CCN(S(=O)(=O)c2ccc(NC(=O)Cn3cnc4ccccc4c3=O)cc2)CC1
- LDHA block: 3.4

Oc1ccc(C=NCC2(c3ccccc3)CCCC2)cc1
- LDHA block: -2.9

Clc1ccc2c(-c3ccccc3)nc(-c3cccs3)nc2c1
- LDHA block: -4.2

Cc1ccc(CNc2ncnc3ccc(-c4ccc5c(c4)OCO5)cc23)o1
- LDHA block: 6.5

CCOC(=O)c1ccc(NC(=O)CSc2nnc(-c3cccc(Cl)c3)n2C)cc1
- LDHA block: 6.1

CCc1cc(=O)oc2c(C)c(OC(C)C(=O)NCc3cccnc3)ccc12 (stereo not drawn)
- LDHA block: 8.1

O=C(O)C(c1c[nH]c2cc(Cl)ccc12)N1CCN(c2ccc(F)cc2)CC1 (stereo not drawn)
- LDHA block: -1.4

CC(=O)/C=C1\OCc2ccccc21
- LDHA block: -3.0

CCOc1ccc2oc(=O)c(-c3ccccc3)c(C)c2c1
- LDHA block: -5.2

COC(=O)c1ccc(CC(Cc2ccc(C(=O)OC)o2)(C(C)=O)C(C)=O)o1
- LDHA block: 1.0
